# p53null 39C tox: p53 null cell cytotoxicity, nonpermissive temperature. H1299 p53-null (neo) cells, 39C, ATPlite viability, 24 h. Potency, µM (series often up to 46.1 µM), for the others: at the top dose activity, negative = cell killing, usual class: cytotoxic. hit rate 0.97% among 55,000;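 further: potency means the concentration at half of the fitted maximal effect; 0% = DMSO only and -100% = full killing by 100 µM tamoxifen; nearly all actives have a fitted effect of over 50% in size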
#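 Luminescent ATP signal reported cell survival after H1299 lines (neo, p53 null; or p53 A138V) received up to 46 uM compound and 24 hr incubation at 39C.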
# TSG101-PTAP inh: TSG101-PTAP interaction inhibition, HIV-1 budding | Q99816 | Fluorescence polarization, FITC-PTAP peptide/Tsg101, 20 min | Potency, µM (top dose mostly 115 µM), for the others: top-dose activity change, negative = inhibition, usual class: inhibitors | 44,000 tested, under 10 active; further: potency means the concentration at half of the fitted maximal effect; 0% is about no effect
#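 FITC-labeled PTAP peptide (50 nM final) binding to Tsg101 binding domain (10 uM final) read by fluorescence polarization after 20 min at r.t. in HEPES pH 7.5 buffer. Actives by CRC class, <25 µM.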
# B2AR arrestin ag: beta-arrestin recruitment by human beta2-adrenergic receptor ligands; P07550; HTLA Tango cells, beta-arrestin recruitment, luciferase luminescence, 18 h; Potency, µM (top dose mostly 46.1 µM), for the others: top-dose activation, usual class: activators; 44,000 tested, under 10 active; AID 1347077;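 further: potency means the concentration at half of the fitted maximal effect; 0% = DMSO and full agonism = EC100 isoproterenol or metaproterenol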
# Target sequence (P07550 whole entry, looked up): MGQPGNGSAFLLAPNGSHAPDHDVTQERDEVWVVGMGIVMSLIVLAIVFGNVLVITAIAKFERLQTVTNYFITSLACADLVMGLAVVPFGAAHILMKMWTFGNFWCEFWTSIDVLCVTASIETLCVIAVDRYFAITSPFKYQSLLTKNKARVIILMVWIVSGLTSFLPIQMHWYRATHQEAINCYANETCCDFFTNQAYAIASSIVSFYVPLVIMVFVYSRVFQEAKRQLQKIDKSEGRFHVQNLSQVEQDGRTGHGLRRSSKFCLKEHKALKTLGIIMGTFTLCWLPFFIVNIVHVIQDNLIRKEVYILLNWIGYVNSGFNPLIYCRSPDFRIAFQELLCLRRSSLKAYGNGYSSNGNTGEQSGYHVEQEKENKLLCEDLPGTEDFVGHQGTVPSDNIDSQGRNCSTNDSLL
#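 Receptor–beta-arrestin recruitment read by tTA-responsive luciferase: compound titrations (up to 46 µM) incubated 18 h with Tango cells, then luminescent substrate 15 min at room temperature. Concentration-response fits classified by r2, efficacy and activity.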
# GALK inh: inhibits human galactokinase; P51570; recombinant GALK, Kinase-Glo ATP luminescence, 1 h; Potency, µM (titrated, usually from 57.5 µM), for inactives: top-dose activity, negative = inhibition, most hits filed as inhibitors; 44,000 tested, under 10 active;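 further: plate controls were full GALK reaction for no effect and reaction lacking GALK for full effect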
# Target sequence (P51570 whole entry, looked up): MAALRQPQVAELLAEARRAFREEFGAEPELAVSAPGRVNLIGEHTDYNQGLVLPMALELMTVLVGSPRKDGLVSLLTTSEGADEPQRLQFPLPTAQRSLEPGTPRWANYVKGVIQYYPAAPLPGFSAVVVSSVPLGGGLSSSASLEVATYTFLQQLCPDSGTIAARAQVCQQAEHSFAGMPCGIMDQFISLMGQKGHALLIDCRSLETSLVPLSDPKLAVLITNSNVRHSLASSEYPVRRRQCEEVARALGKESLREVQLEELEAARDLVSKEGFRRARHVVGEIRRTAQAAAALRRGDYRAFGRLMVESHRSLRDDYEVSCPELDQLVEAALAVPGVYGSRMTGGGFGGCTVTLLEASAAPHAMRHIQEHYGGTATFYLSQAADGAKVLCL
#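 Compounds were pinned into ATP buffer, then GALK-galactose mix was added (final 5 nM enzyme, 35 uM ATP, 100 uM galactose, pH 8.0). After 1 h at room temperature, Kinase-Glo Plus was added and luminescence read.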
# NTMT1 inh: blocks human N-terminal methyltransferase 1 activity; NTMT1 MTase-Glo SAH luminescence, purified enzyme; Q9BV86; Potency, µM (highest dose often 114 µM), inactives show top-dose activity change, negative = inhibition, usual class: inhibitors; hit rate 2.5% among 59,000; AID 1645870;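 further: potency means the concentration at half of the fitted maximal effect; plate controls were DMSO vehicle for no effect and no enzyme for full effect; nearly all actives have a fitted effect of over 65% in size; many of its hits are not listed in these tables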
# Target sequence (Q9BV86 whole entry, looked up): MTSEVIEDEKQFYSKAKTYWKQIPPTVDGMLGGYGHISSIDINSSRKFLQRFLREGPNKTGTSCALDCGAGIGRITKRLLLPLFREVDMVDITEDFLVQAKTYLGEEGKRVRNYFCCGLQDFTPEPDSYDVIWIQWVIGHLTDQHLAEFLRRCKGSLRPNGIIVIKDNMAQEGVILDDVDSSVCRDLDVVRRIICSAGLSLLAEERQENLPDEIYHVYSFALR
# p53null 32C tox: p53 null cell cytotoxicity, permissive temperature. hit rate 0.62% among 55,000. H1299-neo p53 null cells, ATP luminescence, 24 h, 32C. Potency, µM (titrated, usually from 46.1 µM), inactives show at the highest dose activity change, negative = cytotoxicity, most hits filed as cytotoxic. AID 903;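 further: potency means the concentration at half of the fitted maximal effect; 0% = DMSO only and -100% = full killing by 100 µM tamoxifen; nearly all actives have a fitted effect of over 55% in size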
#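 Luminescent ATP readout gave cell viability of p53-null H1299-neo cells after a 24 h compound exposure at the permissive 32C. Titrations ran up to 46 uM, and AC50s were fitted with the standard Hill equation.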
# FH mod: Identification of activators of human fumarate hydratase by quantitative high-throughput screening. Fumarate hydratase, mitochondrial (Homo sapiens), P07954. FH coupled MDH/diaphorase resazurin fluorescence, 15 min. Potency, µM (top dose mostly 79.9 µM), for inactives: at the top dose activity change, negative = inhibition, hits mostly inhibitors. hit rate 0.22% among 54,000. AID 1347055, 2019; further: potency means the concentration at half of the fitted maximal effect; on the % scale 0 is the no-effect control and ±100 the full control effect; the screen sought activators but most active calls are inhibition curves; nearly all actives have a fitted effect of over 45% in size
# * marks the source's active call; other numbers are inactive results; ? = inconclusive; . = not tested or not shown; [ ] = another dose, or the depositor's remark. The call rests on the fitted dose curve; in most records, active means well fitted curve in the direction sought with a large enough effect; inconclusive means small, poorly fitted or top-dose-only effect, or another doubt; inactive means no such curve, though single readings can be large; an effect the other way counts as inactive or inconclusive. Not all compounds are listed. The share of hits here may be higher or lower than overall.
SMILES,p53null 39C tox,TSG101-PTAP inh,B2AR arrestin ag,GALK inh,NTMT1 inh,p53null 32C tox,FH mod
COc1ccccc1NC(=O)C1=C(C)Nc2nc(CCCO)nn2C1c1cccc(O)c1 (configuration not stated),12%,2%,0%,1%,4%,-2%,3%
Cc1ccc2nc(COc3ccc(NC(=O)COc4ccccc4F)cc3)cc(=O)n2c1,14%,-1%,0%,?,1%,-1%,-12%
Cc1ccc(NC(=O)CCN2CCN(CCO)CC2)cc1C,22%,4%,0%,0%,9%,12%,6%
COc1cc(OC)c(NC(=O)CC(c2cccs2)N2Cc3ccccc3C2=O)cc1Cl (configuration not stated),0%,0%,1%,0%,?,5%,-10%
CCCCNC(=O)C1CCC(CNS(=O)(=O)c2ccc(C)cc2)CC1 (configuration not stated),7%,1%,3%,-2%,-2%,16%,9%
CCOC(=O)c1c(NC(=O)CSc2cn(CCNC(=O)c3ccc(OCC)cc3)c3ccccc23)sc2c1CCC2,.,-1%,0%,8%,11%,.,-8%
COc1cccc(NC(=O)CSc2nc(=O)n(Cc3ccco3)c3c2CCC3)c1,-4%,-4%,-3%,0%,1%,-2%,-7%
COc1cccc(CN2C(=O)c3ccccc3Sc3ccc(C(=O)OCc4ccco4)cc32)c1,?,-1%,-1%,0%,-11%,-9%,-15%
CC(=O)Nc1ccc(S(=O)(=O)NCC2CCC(C(=O)NCCN(CC(C)C)CC(C)C)CC2)cc1 (configuration not stated),4%,0%,0%,1%,-10%,?,7%
Cc1oc2c(cc(NS(=O)(=O)c3ccc(F)cc3)c3ccccc32)c1C(=O)OCc1ccccc1,-6%,-1%,-2%,1%,.,1%,.
CCOc1ccc(NC(=O)C(=O)NCCc2csc3nc(-c4ccccc4F)nn23)cc1,?,5%,1%,1%,-1%,0%,-7%
CCOc1ccccc1N(C)C(=O)Cn1nc(Cc2cccnc2)c2ccccc2c1=O,19%,-4%,1%,0%,15%,0%,12%
Cc1ccc(C)c(CSc2nc3c([nH]c4ccccc43)c(=O)n2C)c1,0%,1%,0%,3%,10%,13%,0%
Cc1cccc(-n2ncc3c(NC4CCCC4)ncnc32)c1,36%[activator],-4%,1%,1%,?,13µM*,-5%
Cc1ccc(CNC(=O)c2cc(S(=O)(=O)N3CCCCC3)cn2C)cc1,26%,0%,-1%,0%,2%,4%,5%
Cc1cccc(N2CCN(C(=O)c3cn(C4CCCCC4)c(=O)c4c3c3ccccc3n4C)CC2)c1C,-7%,-1%,0%,3%,6%,29%,?
C=C(C)Cn1c(=O)c2c(nc3n2CCN3c2ccc(F)cc2)n(C)c1=O,-14%,-5%,6%,?,7%,-4%,-2%
Clc1ccccc1CNc1ncnc2c1nc1n2CCCC1,-6%,-1%,0%,0%,?,-21%,-16%
CCCS(=O)(=O)N1CC(=O)N(c2ccc(Cl)cc2C)C(C)(C(=O)NC2CCCC2)C1 (configuration not stated),1%,1%,0%,2%,15%,-7%,-2%
CCCOc1cccc(C(=O)N2CCCCC2CCN2CCCCC2)c1 (configuration not stated),-14%,-3%,-1%,0%,-4%,-1%,3%
COc1ccc(CNC(=O)C2CCN(c3nnc(-n4c(C)ccc4C)s3)CC2)c(OC)c1,8%,-9%,-3%,1%,7%,2%,-2%
Cc1ccccc1Nc1ncnc2c1c(-c1ccccc1)cn2-c1ccc(F)cc1,5%,-1%,-2%,3%,-1%,-8%,-12%
CCSc1nc2c([nH]c3ccccc32)c(=O)n1-c1cccc(OC)c1,20%,-6%,-1%,2%,10%,36%[activator],-7%
CCOC(=O)C1CCN(C(=O)c2nn(-c3ccc(C)cc3)c(=O)c3c2c2ccccc2n3C)CC1,-2%,-6%,1%,7%,7%,6%,-7%
COc1ccc(CC(=O)NC2CC(=O)N(c3cccc(F)c3)C2)cc1OC (configuration not stated),25%,-2%,-3%,-1%,19%,-5%,-6%
Cc1ccc(-c2nc3sc(CCNS(=O)(=O)c4cc(F)ccc4F)c(C)n3n2)cc1,-11%,-7%,-3%,-9%,1%,10%,-22%
CCOc1ccc(NC(=O)c2cnn3c2NC(c2cccc(OC)c2)=CC3c2ccccc2)cc1 (configuration not stated),-4%,-7%,0%,-11%,-15%,1%,-30%
COc1ccccc1CNC(=O)C(C)n1c(=O)cc(-c2ccccc2)c2c(C)nn(C)c21 (configuration not stated),-7%,-1%,0%,-2%,-14%,8%,-15%
CNC(=O)c1ccc(Nc2nnc(-c3ccc(C)c(S(=O)(=O)NC(C)(C)C)c3)c3ccccc23)cc1,6%,-27%,1%,-4%,.,2%,.
CCCCn1cc(S(=O)(=O)c2ccc(C)c(C)c2)c(=O)c2cc(F)c(N(CC)CC)cc21,-17%,-6%,0%,0%,-2%,14%,-18%
Cc1ccc2nc(COc3cccc(NC(=O)COc4ccc(F)cc4)c3)cc(=O)n2c1,-10%,2%,1%,1%,-5%,-17%,-1%
CCCCNC(=O)CCn1c(=O)c2ccccc2n(Cc2ccccc2C#N)c1=O,-16%,-1%,1%,2%,11%,11%,-1%
Cc1ccc(NC(=O)C(=O)NCc2ccco2)cc1,-6%,3%,1%,-2%,1%,5%,10%
N#Cc1ccc(OC(=O)c2cc(-c3ccc4c(c3)OCCO4)on2)cc1,?,5%,-4%,4%,-5%,?,-13%
Cc1ccc(-c2nc3nc(C)cc(Nc4ccccc4O)n3n2)cc1,?,-4%,3%,0%,9%,-23%,0%
CCOc1ccc(NC(=O)CC2C(=O)N(c3cccc(C)c3)C(=O)N2Cc2cccs2)cc1 (configuration not stated),-11%,2%,-1%,-2%,.,-1%,.
CCOC(=O)c1noc2ncnc(Nc3cc(Cl)c(OC)cc3OC)c12,12%,-1%,0%,3%,15%,4%,?
Cc1[nH]c2ccc(C(=O)N3CCN(c4ccccc4F)CC3)cc2c1C,9%,-7%,0%,2%,?,11%,?
CCOc1ccc(NC(=O)c2ncoc2-c2ccco2)cc1,5µM*,-1%,0%,1%,?,13µM*,-18%
COc1ccc(C)cc1S(=O)(=O)N1CCN(c2cccc(Cl)c2)CC1,3%,-3%,-2%,1%,-2%,-16%,-9%
CCC1=Nc2cc(C(=O)NC3CCCC3)ccc2Sc2ccc(Br)cc21,?,-11%,1%,-10%,35%[activator],21%,-10%
Cc1nnc(N2CCN(c3ccccc3)CC2)c2c1nnn2Cc1ccc(F)cc1,0%,1%,-1%,1%,-14%,-11%,2%
COc1ccc(Cl)cc1NC(=O)CSC1=Nc2ccccc2C2=NC(CC(=O)NCc3ccc4c(c3)OCO4)C(=O)N12 (configuration not stated),-1%,-3%,-2%,1%,-4%,16%,?
CCS(=O)(=O)c1ncc(N(Cc2ccco2)Cc2sccc2C)c(C(=O)Nc2cc(C)ccc2C)n1,4%,-1%,-1%,3%,3%,1%,?
O=C(Nc1nnc(S(=O)(=O)N2CCOCC2)s1)c1cccc(F)c1,24%,-3%,0%,14%,12%,-2%,-2%
Cc1ccc(C)c(-c2[nH]c3c(c2-c2c(-n4cccc4)n(C)c(=O)n(C)c2=O)c(=O)n(C)c(=O)n3C)c1,10%,-5%,1%,0%,-25%,16%,2%
COc1ccccc1Cn1cc(C(=O)c2ccc(F)cc2)c(=O)c2cc3c(cc21)OCO3,?,-2%,-2%,-3%,2%,4%,0%
CCOc1ccc(NC(=O)N(Cc2c[nH]c3ccccc23)C2CCCCCC2)cc1,6%,1%,0%,9%,?,6%,-12%
Cc1ccc(S(=O)(=O)Cc2nc(-c3ccc(C(=O)NCc4ccccc4C)cc3)oc2C)cc1,17%,4%,2%,2%,?,0%,-11%
CCOC(=O)CSc1nnc2n(-c3ccccc3)c(=O)c3c4c(sc3n12)COC(C(C)C)C4 (configuration not stated),52%[activator],-4%,1%,3%,-4%,4%,-5%

# Profiles, quoted from the list.
# Entry for COc1ccc(Cl)cc1NC(=O)CSC1=Nc2ccccc2C2=NC(CC(=O)NCc3ccc4c(c3)OCO4)C(=O)N12 (configuration not stated) : p53null 39C tox = -1%; TSG101-PTAP inh = -3%; B2AR arrestin ag = -2%; GALK inh = 1%; NTMT1 inh = -4%; p53null 32C tox = 16%; FH mod = ?
# Entry for CCOC(=O)CSc1nnc2n(-c3ccccc3)c(=O)c3c4c(sc3n12)COC(C(C)C)C4 (configuration not stated) : p53null 39C tox = 52%[activator]; TSG101-PTAP inh = -4%; B2AR arrestin ag = 1%; GALK inh = 3%; NTMT1 inh = -4%; p53null 32C tox = 4%; FH mod = -5%

# Later entries
SMILES,p53null 39C tox,TSG101-PTAP inh,B2AR arrestin ag,GALK inh,NTMT1 inh,p53null 32C tox,FH mod
Cc1ccc(CNC(=O)c2nc(SCc3ccccc3C)ncc2Cl)cc1,-10%,-1%,0%,8%,13%,1%,-9%
COc1cccc(C(=O)Nc2ccccc2-c2nnc(-c3cc(OC)ccc3Br)o2)c1,-10%,0%,0%,7%,15%,5%,6%
Cc1ccc(-n2c(=O)[nH]c3cc(C(=O)NCc4ccccc4)ccc3c2=O)cc1,18%,0%,1%,-4%,-2%,3%,1%
CCCC(=O)N1c2nc(-c3ccco3)nn2C2(CCCCC2)[C@@H]2CCCC[C@@H]21,-3%,-8%,-4%,2%,?,-4%,-8%
CCc1cccc(NC(=O)Cn2c(=O)n(CCc3ccc(OC)c(OC)c3)c(=O)c3ccccc32)c1,-7%,0%,0%,2%,2%,-8%,-1%
CCOc1ccccc1NS(=O)(=O)c1ccc2c(c1)CC(C)N2C(=O)C1CCC1 (configuration not stated),-17%,-1%,0%,-6%,.,-1%,.
Cc1ccccc1OCc1nc2c3cnn(-c4ccccc4Br)c3ncn2n1,-3%,-11%,0%,1%,15%,7%,-4%
COc1ccc(NC(=O)CN2C(=O)CCn3nc(-c4cccn4C)cc32)cc1,-16%,-4%,0%,0%,3%,-2%,-3%
CCOc1ccc2cc(-c3nnc(Nc4ccc(C)cc4)s3)c(=O)oc2c1,0%,5%,0%,1%,-3%,-2%,-9%
O=C(Nc1c(Cl)cccc1Cl)c1cc(-c2cccc(O)c2)on1,13µM*,-1%,13%,-2%,.,62%[activator],.
CCOc1ccc(S(=O)(=O)c2cn(Cc3ccc(C)cc3)c3ccc(OC)cc3c2=O)cc1,2%,-3%,-1%,1%,?,30%[activator],-10%
Cc1ccc(CNS(=O)(=O)c2cc(C(=O)Nc3cccc(C(F)(F)F)c3)ccc2F)cc1,?,-7%,0%,-2%,28%,70%[activator],-27%
CCCn1c2ccccc2c2cnn(CC(=O)NCc3ccc(OC)cc3)c(=O)c21,15%,3%,0%,1%,-3%,2%,0%
CCOc1ccc(-c2cc3nc(C4CCN(C(=O)OC(C)(C)C)CC4)c(C(=O)Nc4cccc(Cl)c4C)cn3n2)cc1,-20%,0%,-2%,-2%,5%,-3%,-22%
Cc1ccc(CNC(=O)CCc2c(C)c3cc4c(C)coc4cc3oc2=O)cc1,-19%,9%,-2%,-2%,.,-8%,.

# Screens as filed in PubChem.
